Source: PubChem (National Center for Advancing Translational Sciences (NCATS))
HT1080-NT tox = kills 2HG-producing HT-1080-NT fibrosarcoma cells; AID 686970; hit rate 1.6% among 360,000; Potency, µM (doses to about 46.1 µM), for the others: top-dose activity, negative = less viability, actives largely listed as cytotoxic; HT-1080-NT fibrosarcoma viability, CellTiter-Glo ATP luminescence, 48 h;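 note: NT is the 2HG producing partner of a matched IDH1 knockdown line; potency is the fitted concentration of half-maximal effect; 0% = DMSO-treated cells and -100% = media-only wells without cells; nearly all actives have a fitted effect of over 55% in size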
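Fibrosarcoma NT cells, 750 per well in 5% FBS RPMI, were exposed to compound for 48 hours. Viability: CellTiter-Glo luminescence.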
D3 antag = blocks the human D3 dopamine receptor; P35462; D3R cells, DiscoveRx beta-arrestin luminescence, antagonist mode; hits give low values; max response, negative = inhibition, %; hit rate 2.5% among 360,000; in the data active = max response below about -50%; inconclusive = no clear call, values can overlap the other calls; note: % is set by controls: 0 for no effect and ±100 for the full control effect; mostly tested at two doses, the higher about 12 µM
Target sequence (P35462 whole entry, looked up): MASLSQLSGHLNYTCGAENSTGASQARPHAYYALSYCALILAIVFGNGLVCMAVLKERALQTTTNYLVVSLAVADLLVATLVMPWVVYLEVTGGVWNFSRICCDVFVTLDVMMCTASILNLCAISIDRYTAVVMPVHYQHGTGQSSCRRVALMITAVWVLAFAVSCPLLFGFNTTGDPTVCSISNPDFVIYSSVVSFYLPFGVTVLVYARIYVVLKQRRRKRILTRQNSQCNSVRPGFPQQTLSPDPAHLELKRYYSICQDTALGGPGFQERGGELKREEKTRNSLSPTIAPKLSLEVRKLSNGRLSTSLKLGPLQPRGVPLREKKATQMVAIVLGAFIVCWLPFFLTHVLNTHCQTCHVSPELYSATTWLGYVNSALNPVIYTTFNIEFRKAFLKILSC
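Cells plated overnight at 1500 cells/well, then exposed to library compounds with dopamine controls for 90 minutes at 37 degrees C. DiscoveRx reagent added for 30–60 minutes at room temperature; luminescence read, quantitative HTS format.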
D3 ag = activates the human D3 dopamine receptor. hit rate 0.58% among 410,000. D3R DiscoveRx beta-arrestin cells, luminescence, 90 min. P35462. max activation, %; in the data active = max activation above about 30%; note: 0% is about no effect; mostly tested at two doses, the higher about 12 µM
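Cells at 1500/well, incubated overnight, then treated with pinned compounds (dopamine as control) for 90 min at 37 degrees C. DiscoveRx reagent added for 30 - 60 minutes at room temperature; luminescence read.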
SW480 rereplic = DNA re-replication induction in SW480 cells | AID 624297 | hit rate 1.8% among 340,000 | SW480 DNA re-replication, Hoechst DNA content imaging, 48 h | Potency, µM (highest dose often 46.1 µM), for the others: at the highest dose re-replication activation, hits mostly activators; note: potency is the fitted concentration of half-maximal effect; % of control where 0% means no effect; nearly all actives have a fitted effect of over 55% in size
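First, 250 cells per well were seeded. Next, compound or vehicle (23 nL) was pinned in, plates sat 48 hr at 37 C. Finally Hoechst was added for 40 min before fluorescence scanning.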
KB-V1 MDR tox = kills drug-selected multidrug resistant KB-V1 cells. KB-V1 MDR cells viability, CellTiter-Glo, 72 h. Potency, µM (doses to about 46.1 µM), without a hit: at the highest dose activity change, negative = cytotoxicity, hits mostly cytotoxic. hit rate 3.4% among 400,000. AID 1347076; note: potency is the fitted concentration of half-maximal effect; % is set by controls: 0 for no effect and ±100 for the full control effect; nearly all actives have a fitted effect of over 60% in size
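Readout: CellTiter-Glo luminescence, 10 min after addition. Cells: KB-V1 MDR subline, 72 h at 37 degrees C with compound. Analysis: corrected, normalized data fitted to concentration-effect curves.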
KB-3-1 cytotox = kills parental KB-3-1 adenocarcinoma cells | KB-3-1 viability, CellTiter-Glo ATP luminescence, 72 h | Potency, µM (top dose mostly 46.1 µM), for the others: at the top dose activity change, negative = cytotoxic, most hits filed as cytotoxic | hit rate 1.4% among 400,000; note: potency is the fitted concentration of half-maximal effect; % is set by controls: 0 for no effect and ±100 for the full control effect; nearly all actives have a fitted effect of over 60% in size
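Using CellTiter-Glo luminescence, growth of non-resistant KB-3-1 adenocarcinoma cells is assessed 72 h after pin-tool compound addition at 37 °C. Normalized responses across the concentration series yield fitted curves.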
HT1080 IDH1KD tx = toxicity to HT-1080 IDH1 knockdown cells (counter line). Potency, µM (titrated, usually from 46.1 µM), inactives show at the highest dose activity, negative = toxicity, usual class: cytotoxic. HT-1080 IDH1 knockdown viability, ATP luminescence, 48 h. hit rate 2% among 360,000. AID 686971;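 note: potency is the fitted concentration of half-maximal effect; 0% = DMSO wells and -100% = cell-free medium wells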
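Viability of IDH1-knockdown HT-1080 fibrosarcoma cells was assessed by CellTiter-Glo after 48 h at 37 °C with titrated compound; concentration-effect curves were classified by fit quality and response size.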
IL1B secr inh = inflammasome signaling inhibition, IL-1 beta readout; activity change, % at 57.5 µM; THP-1 LPS/ATP IL-1B secretion, AlphaLISA, 16 h; hits give low values; hit rate 4.7% among 360,000; in the data active = activity change below about -50%; inconclusive = mostly about -30% to -49%; note: % is set by controls: 0 for no effect and ±100 for the full control effect
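THP-1 cells pretreated 1 hr with compounds (up to 57.5 uM final), then stimulated with LPS (250 ng/mL final) plus ATP (1.25 mM final); secreted IL-1B measured by AlphaLISA after 16 hr, decreased signal indicating inhibition.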
GLP-1R agonist = GLP-1 receptor (human) agonism. Potency, µM (doses to about 45.6 µM), for inactives: top-dose activation, usual class: activators. P43220. AID 624172. HEK293 GLP-1R CRE-luciferase, luminescence, 4-6 h; cells express a hypersensitive GLP-1R form. hit rate 0.007% among 380,000; note: potency is the fitted concentration of half-maximal effect; % of control where 0% means no effect
Target sequence (P43220 whole entry, looked up): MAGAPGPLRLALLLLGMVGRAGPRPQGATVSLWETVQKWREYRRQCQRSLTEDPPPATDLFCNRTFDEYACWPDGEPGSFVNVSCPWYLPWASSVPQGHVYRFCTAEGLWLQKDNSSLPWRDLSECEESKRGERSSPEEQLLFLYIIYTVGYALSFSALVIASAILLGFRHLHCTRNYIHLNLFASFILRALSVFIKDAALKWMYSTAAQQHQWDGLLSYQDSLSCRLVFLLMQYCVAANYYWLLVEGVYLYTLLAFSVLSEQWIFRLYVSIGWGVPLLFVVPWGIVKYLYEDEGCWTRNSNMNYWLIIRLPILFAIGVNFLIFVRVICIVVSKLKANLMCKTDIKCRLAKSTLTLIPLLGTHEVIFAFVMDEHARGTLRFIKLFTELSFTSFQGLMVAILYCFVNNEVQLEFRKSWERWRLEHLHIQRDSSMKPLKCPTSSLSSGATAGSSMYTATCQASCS
Starred values were filed as active, the others as inactive; ? = inconclusive; / = no result given; & = joins results of further samples; [ ] = another dose, or the depositor's remark. Unless noted, calls come from the whole dose curve; as a rule, active = well fitted curve in the direction sought with a large enough effect; inconclusive = small, poorly fitted or top-dose-only effect, or another doubt; inactive = no such curve, though single readings can be large; an effect the other way counts as inactive or inconclusive.

SMILES	HT1080-NT tox	D3 antag	D3 ag	SW480 rereplic	KB-V1 MDR tox	KB-3-1 cytotox	HT1080 IDH1KD tx	IL1B secr inh	GLP-1R agonist
COc1c(-c2ccc(O)c(O)c2)oc2cc(O)cc(O)c2c1=O	-9%	17	7	?	18%	0%	-24%	33	7%
CC1(C)CC(=O)C(C(O)c2ccc([N+](=O)[O-])cc2)C(C)(C)N1 (stereo not drawn)	-1%	-23	7	-8%	?	15%	0%	4	1%
COc1cc(CN2CCN(S(=O)(=O)c3ccc(NC(C)=O)cc3)CC2)cc(OC)c1OC	/	/	-10	/	-20%	6%	/	/	-2%
CCN(CC)c1ccc(NC(=O)c2ccc3c(c2)c(C)c(C)n3C)cc1	18µM*	-13	1	?	16µM*	23µM*	?	-17	8%
O=C(CSc1nc(-c2ccccc2)nc2ccccc12)Nc1cccc(C(=O)O)c1	-8%	0	2	?	24%	8%	-10%	2	8%
Cc1c(Cl)cnc(NC(=O)CSc2n[nH]c(N)n2)c1Cl	-1%	9	1	-2%	6%	8%	2%	-8	-3%
Cc1ccccc1OCC(=O)Nc1ccc(S(=O)(=O)Nc2onc(C)c2C)cc1	-10%	-4	-13	?	-30%	0%	-2%	3	6%
CC1CCCN(C(C(=O)NC2CCCCC2)c2cc3c(cc2[N+](=O)[O-])OCO3)C1 (stereo not drawn)	-5%	-10	-3	-11%	8.2µM*	?	-5%	-59*	5%
CCc1ccccc1NC(=O)N[C@H](C(=O)O)C(C)CC (stereo partly drawn)	1%	-9	5	-7%	6%	2%	6%	20	-1%
Cc1sc(NC(=O)CSc2nc(O)cc(=O)[nH]2)nc1-c1ccccc1	?	6	2	-4%	?	-9%	18%	-6	4%
CCOC(=O)Nc1ccc2c(c1)N(C(=O)CNC)c1ccccc1CC2	7%	-7	-8	-17%	7%	-3%	6%	-9	0%
O=C(NCc1ccco1)C1CCN(S(=O)(=O)N2CCC3(CC2)OCCO3)CC1	2%	-21	12	-11%	-14%	3%	19%	12	10%

An excerpt of these results, as a markdown table.
| SMILES | HT1080-NT tox | D3 antag | D3 ag | SW480 rereplic | KB-V1 MDR tox | KB-3-1 cytotox | HT1080 IDH1KD tx | IL1B secr inh | GLP-1R agonist |
| --- | --- | --- | --- | --- | --- | --- | --- | --- | --- |
| Cc1ccccc1OCC(=O)Nc1ccc(S(=O)(=O)Nc2onc(C)c2C)cc1 | -10% | -4 | -13 | ? | -30% | 0% | -2% | 3 | 6% |
| CC1CCCN(C(C(=O)NC2CCCCC2)c2cc3c(cc2[N+](=O)[O-])OCO3)C1 (stereo not drawn) | -5% | -10 | -3 | -11% | 8.2µM* | ? | -5% | -59* | 5% |

Going on with the list.
SMILES	HT1080-NT tox	D3 antag	D3 ag	SW480 rereplic	KB-V1 MDR tox	KB-3-1 cytotox	HT1080 IDH1KD tx	IL1B secr inh	GLP-1R agonist
O=C(CNC(=O)c1ccc(Cl)cc1Cl)OC1CCCCC1=O (stereo not drawn)	7%	23	0	-3%	1%	0%	12%	26	-10%
CCOC(=O)C1=C(c2ccccc2)NC(=O)NC1c1cc(OC)c(OC)c(OC)c1 (stereo not drawn)	7%	8	7	-7%	-32%	-2%	4%	3	-3%
CCn1nccc1C(=O)Nc1nc2ccccc2n1CCN1CCCCC1	-5%	-87*	-6	11%[9.22 µM]	-27%	-8%	-18%	?	6%
CCOc1ccc(NC(=O)N2CCN(S(=O)(=O)c3ccc4c(ccn4C)c3)CC2)cc1	/	/	-8	/	-23%	-9%	/	/	-5%
COc1cc(S(=O)(=O)n2nnc3ccccc32)c(OC)cc1Cl	16%	12	1	-3%	12%	2%	13%	39	0%
COC(=O)[C@@]12C[C@@H](CC(=O)NCc3cccs3)C(=O)N(Cc3ccco3)C1=CCC(C)(C)C2	-3%	-20	-10	/	?	-2%	-1%	?	/
CC(=O)Nc1ccc(Oc2ncccn2)c(Cl)c1	9%	12	1	-6%[9.22 µM]	5%	26%	12%	-10	-17%
COc1ccc(N2C(=O)C(Cl)=C(Nc3ccc(OC)cc3OC)C2=O)cc1	-7%	6	1	0%	11%	-4%	-9%	-6	2%
COc1ccc(OCC(=O)NC2CCSc3ccccc32)cc1 (stereo not drawn)	-5%	1	6	-5%	-22%	7%	-13%	-7	8%
CC(=O)N(CC1CCCO1)c1nnc(-c2ccccn2)s1 (stereo not drawn)	14%	6	2	-4%	-4%	15%	8%	-8	-8%
C=CCOc1c(CNc2ccc(C(=O)O)cc2)cccc1OCC	?	-16	2	-14%	?	2%	8%	21	-11%
O=C1NCCN1Cc1ccccc1F	2%	4	11	3%	?	1%	-1%	-5	-17%
CC1(c2nnnn2Cc2ccccc2)CCC(=O)N1CCc1ccc(O)cc1 (stereo not drawn)	3%	15	-2	/	-18%	4%	5%	-2	-3%
Cc1cc(C)c(NC(=O)Cn2ncc3ccccc32)c(C)c1	-1%	3	4	-3%	29%	21%	-3%	19	1%
Cc1cc(-c2csc(NCc3ccccc3)n2)c(C)n1C	-10%	2	1	-9%	-3%	10%	-3%	9	-1%
COCC(=O)N(C)C[C@@H]1Oc2ncc(Br)cc2C(=O)N([C@@H](C)CO)C[C@H]1C	5%	?	-11	/	4%	2%	-4%	8	-4%
Cc1onc(-c2c(F)cccc2Cl)c1C(=O)Nc1cccc(S(=O)(=O)NCc2ccco2)c1	-1%	1	-3	-1%	?	6%	-26%	4	13%
O=C(CSCc1ccc(Cl)cc1Cl)Nc1c[nH]c(=O)[nH]c1=O	11%	5	5	-105%[inhibitor]	0%	-1%	5%	15	-7%
CCOC(=O)C1=C(c2ccccc2)NC(=O)NC1c1ccc(OC)c(OC)c1 (stereo not drawn)	0%	23	4	-13%	3%	7%	0%	23	7%
CCCC(=O)c1c(NCCO)cc(C)oc1=O	-1%	-8	-10	5%	-13%	-10%	-1%	-5	16%
Cc1ccc(OCc2nc(C#N)c(NCCCn3ccnc3)o2)cc1	-13%	-10	-9	-21%	13%	-3%	?	-6	27%
CCCc1nn(C)c(C(=O)Nc2cccc3ccccc23)c1Cl	12%	6	5	-8%	?	?	16%	10	1%
Cc1ccc(C)c(OC(=O)c2ccncc2)c1	8%	-15	-2	-2%	13%	1%	9%	7	-10%
C/C(NCc1ccccc1)=C(\C#N)C(=O)NCc1ccccc1	-10%	-1	-11	3%	0%	7%	-3%	-23	11%
COC(=O)C/C=N/N=C1/NC(=O)/C(=C/C(=O)O)S1	-1%	-16	-4	?	11%	-2%	15%	13	-3%
CCNc1ccc(C(=O)OCC(=O)NC(C)c2ccccc2)cc1[N+](=O)[O-] (stereo not drawn)	-1%	-12	-2	-2%	?	3%	-4%	0	1%
O=C(N/N=C/c1cccc(Oc2ccccc2)c1)c1cccc(Br)c1	-18%	-4	-2	?	17%	4%	-29%	6	-5%
COc1ccc(CNC(=O)C2CCCN2S(=O)(=O)c2ccc(S(=O)(=O)N(C)C)cc2)cc1 (stereo not drawn)	-7%	20	9	1%	-1%	-1%	3%	-3	-7%
Nc1cc2c(cc1Br)-c1ccc(F)cc1C2=O	-11%	4	-7	-5%	5%	-5%	-24%	-4	9%
CC1=C(C(=O)N(C)C)CC(CC(=O)NC2CC2)C(=O)N1CCC1=CCCCC1 (stereo not drawn)	4%	3	-3	/	4%	4%	0%	11	4%
CC(C)CC(=O)Nc1ccc2c(c1)oc1ccccc12	-10%	8	4	26%	0%	-13%	-18%	4	-3%
Cc1c(C)c(C)c(S(=O)(=O)n2[nH]c(=O)c(CCO)c2C)c(C)c1C	-6%	6	5	-3%	-20%	12%	-1%	-10	13%
CCOC1OC2C(CO)OC(n3cnc4c(N)ncnc43)C2O1 (stereo not drawn)	18%	-25	4	-17%	8%	3%	10%	9	28%
CC(C)(C)c1ccc(OCC(O)CNC(=O)c2ccccc2C(=O)O)cc1 (stereo not drawn)	-16%	16	2	-32%[inhibitor]	13%	8%	2%	24	5%
CC(=O)N1CN(C2CC(C)(C)NC(C)(C)C2)Cc2c1sc1c2CCCC1	-8%	-5	4	-1%	6%	0%	-12%	-15	26%
CC(CC(=O)N1CCN(c2ccccc2)CC1)c1ccccc1 (stereo not drawn)	3%	4	1	2%	7%	16%	18%	-9	-5%
Cn1cccc1C(=O)NC(=O)COC(=O)c1cc(S(=O)(=O)N2CCCCC2)ccc1Cl	-1%	6	4	0%	4%	-5%	0%	32	1%
O=C(O)C/C(=C\c1cc(Cl)c2c(c1)OCO2)c1nc2ccccc2s1	1%	2	1	-1%	?	2%	4%	21	-1%
Cc1ccccc1C(=O)Nc1cccc(NC(=O)c2ccc(F)cc2)c1	1%	1	-6	-9%	-19%	1%	-18%	-50*	10%
O=C(c1ccccc1)c1ccc(OCCOCCN2CCN(Cc3ccccc3)CC2)cc1	18µM*	?	-16	?	?	-16%	?	?	4%
O=C(c1ccccc1)N1CCN(CC(O)COCC2CC=CCC2)CC1 (stereo not drawn)	0%	?	-3	-12%	9.2µM*	4%	1%	2	5%
COc1ccc(C(=O)CSc2nnc(-c3cc(C)cc(C)c3)o2)cc1	-2%	19	21	-12%	0%	-13%	-2%	0	-3%
O=C(O)c1ccc(CNC(=O)C23CC4CC(CC(C4)C2)C3)cc1	18%	3	-1	-22%	-7%	-4%	13%	8	0%
COCCOC(=O)C1=C(C)NC2=C(C(=O)CCC2)C1c1ccc(N(C)C)cc1 (stereo not drawn)	5%	13	2	4%	-13%	6%	2%	0	-1%
C[C@H](O)C#Cc1ccc2c(c1)O[C@@H](CN(C)C(=O)c1ccncc1)[C@@H](C)CN([C@H](C)CO)S2(=O)=O	-4%	-24	-7	/	-1%	-19%	-11%	15	-3%
COc1ccc(N2CC(C(=O)N/N=C/c3c[nH]c4ccccc34)CC2=O)cc1 (stereo not drawn)	1%	-14	-1	1%	1%	-7%	-1%	14	12%
COc1cccc(CNC(=O)CN2C(=O)COc3ccc(S(=O)(=O)N4CCOCC4)cc32)c1	-10%	-15	-6&2	-4%	18%	-3%	-10%	-8	-1%
